Assay outcomes from PubChem BioAssay.
BAZ2B block: inhibitors of human BAZ2B bromodomain | AlphaScreen BAZ2B-H3K14Ac peptide displacement | AID 504333 | Q9UIF8 | Potency, µM (doses to about 114 µM), inactives show at the top dose activity change, negative = inhibition, most hits filed as inhibitors | 360,000 compounds, 4.4% hits; also: % is scaled to controls: 0 for no effect and ±100 for the full control effect; nearly all actives have a fitted effect of over 60% in size
Target sequence (Q9UIF8 whole entry, looked up): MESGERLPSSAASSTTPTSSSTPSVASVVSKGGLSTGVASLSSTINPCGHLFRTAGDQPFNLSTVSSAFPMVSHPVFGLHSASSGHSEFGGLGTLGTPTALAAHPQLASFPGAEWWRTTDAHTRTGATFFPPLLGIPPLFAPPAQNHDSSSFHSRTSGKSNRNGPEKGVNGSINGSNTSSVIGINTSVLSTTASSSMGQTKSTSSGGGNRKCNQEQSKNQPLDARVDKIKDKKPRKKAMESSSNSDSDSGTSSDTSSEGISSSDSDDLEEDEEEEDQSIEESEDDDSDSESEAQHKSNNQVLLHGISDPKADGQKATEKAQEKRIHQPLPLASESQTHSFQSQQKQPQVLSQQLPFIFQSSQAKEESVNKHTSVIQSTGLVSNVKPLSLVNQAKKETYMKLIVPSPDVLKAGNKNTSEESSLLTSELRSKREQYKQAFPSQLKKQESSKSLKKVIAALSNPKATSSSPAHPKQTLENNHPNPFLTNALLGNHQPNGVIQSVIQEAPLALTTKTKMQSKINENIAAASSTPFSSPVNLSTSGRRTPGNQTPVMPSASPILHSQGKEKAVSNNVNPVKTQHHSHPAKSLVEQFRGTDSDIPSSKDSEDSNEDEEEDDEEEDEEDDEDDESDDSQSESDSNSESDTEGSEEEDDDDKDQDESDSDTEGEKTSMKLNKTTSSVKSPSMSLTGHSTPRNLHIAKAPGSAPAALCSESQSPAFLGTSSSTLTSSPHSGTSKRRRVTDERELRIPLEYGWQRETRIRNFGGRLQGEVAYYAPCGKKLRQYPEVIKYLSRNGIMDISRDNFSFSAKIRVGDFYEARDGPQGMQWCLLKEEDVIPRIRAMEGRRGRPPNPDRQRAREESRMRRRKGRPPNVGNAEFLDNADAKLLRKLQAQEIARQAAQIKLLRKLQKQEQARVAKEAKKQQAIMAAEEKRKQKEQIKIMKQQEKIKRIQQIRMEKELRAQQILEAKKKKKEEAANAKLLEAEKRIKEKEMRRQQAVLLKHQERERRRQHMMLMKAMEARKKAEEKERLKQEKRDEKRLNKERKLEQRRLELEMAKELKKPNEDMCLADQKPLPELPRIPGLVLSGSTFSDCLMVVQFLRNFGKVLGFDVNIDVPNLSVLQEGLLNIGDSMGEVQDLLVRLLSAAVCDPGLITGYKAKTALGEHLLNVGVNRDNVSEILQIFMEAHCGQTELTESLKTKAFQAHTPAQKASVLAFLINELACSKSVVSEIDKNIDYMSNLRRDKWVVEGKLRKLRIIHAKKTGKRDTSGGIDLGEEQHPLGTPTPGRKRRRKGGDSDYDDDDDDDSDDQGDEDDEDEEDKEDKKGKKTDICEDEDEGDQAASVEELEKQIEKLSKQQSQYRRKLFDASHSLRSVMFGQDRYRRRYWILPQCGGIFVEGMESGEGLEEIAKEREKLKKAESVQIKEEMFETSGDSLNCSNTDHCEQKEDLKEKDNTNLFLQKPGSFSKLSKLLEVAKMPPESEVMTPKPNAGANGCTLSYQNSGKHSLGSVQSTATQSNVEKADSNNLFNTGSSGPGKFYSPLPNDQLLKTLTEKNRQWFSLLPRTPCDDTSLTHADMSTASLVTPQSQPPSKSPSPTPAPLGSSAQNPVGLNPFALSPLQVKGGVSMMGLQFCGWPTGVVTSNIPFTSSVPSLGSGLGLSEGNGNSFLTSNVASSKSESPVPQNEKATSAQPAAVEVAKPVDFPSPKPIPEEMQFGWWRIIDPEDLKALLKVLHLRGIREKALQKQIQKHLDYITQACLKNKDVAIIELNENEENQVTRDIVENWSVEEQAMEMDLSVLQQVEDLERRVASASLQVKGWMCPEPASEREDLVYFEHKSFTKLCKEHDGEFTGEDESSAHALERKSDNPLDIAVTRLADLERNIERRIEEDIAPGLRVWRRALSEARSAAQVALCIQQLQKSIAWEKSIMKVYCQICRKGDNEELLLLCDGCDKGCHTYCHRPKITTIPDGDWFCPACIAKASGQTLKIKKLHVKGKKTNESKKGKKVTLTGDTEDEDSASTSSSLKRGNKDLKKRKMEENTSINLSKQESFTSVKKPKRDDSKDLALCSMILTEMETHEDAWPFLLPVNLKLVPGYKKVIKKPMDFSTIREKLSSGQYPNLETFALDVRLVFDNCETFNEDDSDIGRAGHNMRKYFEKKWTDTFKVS
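Inhibition is scored as reduced AlphaScreen emission. The BAZ2B/b-H3(5-23)K14Ac complex (50 nM each) in PBS pH 7.4, 0.01% Tween-20 meets compound (up to 110 uM) for 30 min at RT before bead addition.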
Pol beta inh: inhibitors of human DNA polymerase beta. Pol beta primer extension/strand displacement, fluorescence kinetic. Potency, µM (highest dose often 114 µM), inactives show at the top dose activity change, negative = inhibition, usual class: inhibitors. 340,000 compounds, 1.3% hits; also: % is scaled to controls: 0 for no effect and ±100 for the full control effect
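10 nM enzyme + cpd, 15 min RT; start with substrate 50 nM final; read 0 min and after 10 min RT. Corrected, normalized data; 4-parameter Hill curve fit.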
APE1 inh: blocks human APE1 abasic DNA cleavage. P27695. recombinant APE1, TAMRA/BHQ-2 abasic DNA cleavage fluorescence. Potency, µM (series often up to 65.8 µM), for inactives: top-dose activity change, negative = inhibition, hits mostly inhibitors. 350,000 compounds, 0.35% hits;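 also: plate controls were vehicle for no effect and reference inhibitor for full effect; nearly all actives have a fitted effect of over 55% in size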
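Enzyme (0.75 nM final) and test compound are incubated 15 min at room temperature before adding 50 nM quenched THF abasic-site duplex. Cleavage dequenches TAMRA, followed at 525/598 nm over three reads one minute apart.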
POLI inh: blocks human DNA polymerase iota activity | Pol iota fluorescent replication assay, 10 min | Q9UNA4 | Potency, µM (highest dose often 115 µM), for the others: top-dose activity, negative = inhibition, actives largely listed as inhibitors | 390,000 compounds, 1% hits
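Pol iota at 10 nM preincubated 15 min with compounds at room temperature; reaction started with fluorescent substrate, 50 nM final. Fluorescence read kinetically at 0 and 10 min; buffer-only wells as negative control.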
Pol kappa inh: blocks human DNA polymerase kappa activity. 400,000 compounds, 0.53% hits. purified Pol kappa, fluorescent DNA synthesis assay, 10 min. Potency, µM (series often up to 107 µM), for the others: at the top dose activity, negative = inhibition, hits mostly inhibitors. Q9UBT6; also: % is scaled to controls: 0 for no effect and ±100 for the full control effect
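Enzyme at 10 nM met test compounds for 15 min at room temperature. Substrate addition (50 nM final) began the reaction, which was monitored by fluorescence at 0 and 10 min.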
G9a block: G9a (human) methyltransferase inhibition; G9a H3K9 monomethylation, AlphaScreen, 2 h; Potency, µM (top dose mostly 102 µM), for the others: at the highest dose activity, negative = inhibition, most hits filed as inhibitors; 350,000 compounds, 8.8% hits; AID 504332; also: % is scaled to controls: 0 for no effect and ±100 for the full control effect; nearly all actives have a fitted effect of over 75% in size
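Using a bead-based AlphaScreen, monomethylated H3K9 product from 2 h room-temperature reactions (G9a 20 nM, peptide 500 nM, SAM 20 uM) was detected with 0.5 ug/mL rabbit anti-H3K9me1 antibody.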
Pol eta inh: DNA polymerase eta (human) inhibition | recombinant Pol eta, fluorescent DNA replication assay | Potency, µM (titrated, usually from 114 µM), without a hit: top-dose activity change, negative = inhibition, usual class: inhibitors | 390,000 compounds, 1.2% hits; also: % is scaled to controls: 0 for no effect and ±100 for the full control effect
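Fluorescent replication assay: 50 nM final substrate added after a 15 min room-temperature compound preincubation with 10 nM enzyme. Signal taken at 0 min and again at 10 min.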
Apoferritin bind: candidate novel general anesthetic via apoferritin binding. P02791. apoferritin/1-aminoanthracene competitive binding, fluorescence. Potency, µM (highest dose often 77.5 µM), for inactives: at the highest dose activity change, negative = displacement, most hits filed as inhibitors. 350,000 compounds, 0.074% hits; also: % is scaled to controls: 0 for no effect and ±100 for the full control effect; nearly all actives have a fitted effect of over 20% in size
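10 uM apoferritin + 50% sat. 1-AMA, PBS; cpd 10 min RT; Ex380/Em535 endpoint; normalized to free probe vs complex; 4-param Hill fit; propofol titration as pos. ctrl.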
BLM helicase inh: Bloom syndrome helicase (human) inhibition; P54132; recombinant BLM DNA unwinding, fluorescence dequenching; Potency, µM (series often up to 56.1 µM), for inactives: at the highest dose activity change, negative = inhibition, usual class: inhibitors; 350,000 compounds, 0.2% hits;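 also: plate controls were vehicle for no effect and no enzyme for full effect; nearly all actives have a fitted effect of over 35% in size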
* = called active by the depositor; [ ] = dose if it differs, or a comment. Calls follow the shape of the dose curve; as a rule, active = well fitted curve in the direction sought with a large enough effect; inconclusive = small, poorly fitted or top-dose-only effect, or another doubt; inactive = no such curve, though single readings can be large; an effect the other way counts as inactive or inconclusive. Potency is read from the fitted curve at half-maximal effect.

Screening COc1ccc(C(=O)Nc2nc3cc4c(cc3s2)OCCO4)c(OC)c1 returned BAZ2B block -21%, Pol beta inh 9%, APE1 inh 1%, POLI inh -3%, Pol kappa inh -13%, G9a block inconclusive, Pol eta inh -14%, Apoferritin bind 0% and BLM helicase inh -2%.
CCOC(=O)c1cc2c(=O)[nH]c(C(Cl)(Cl)Cl)nc2o1 was read as Pol beta inh -16%, APE1 inh 26%, POLI inh 17%, Pol kappa inh -3%, G9a block inconclusive, Pol eta inh -19%, Apoferritin bind -4% and BLM helicase inh -2%.
Screening COc1ccc([N+](=O)[O-])cc1CSc1ccccn1 returned BAZ2B block -31%, Pol beta inh -14%, APE1 inh -6%, POLI inh 4%, Pol kappa inh 7%, Pol eta inh -15%, Apoferritin bind -19% and BLM helicase inh -7%.
Cc1oc2c(cc(NS(=O)(=O)c3ccc(Br)cc3)c3ccccc32)c1C(=O)OCc1ccccc1 was read as BAZ2B block -5%, Pol beta inh -1%, POLI inh inconclusive, Pol kappa inh -11%, G9a block -11%[59 µM], Pol eta inh -14%, Apoferritin bind 0% and BLM helicase inh -2%.
For Nc1ccc(-c2nc3ccc(N)cc3[nH]2)cc1 the results were BAZ2B block inconclusive, Pol beta inh -30%, APE1 inh inconclusive, POLI inh -16%, Pol kappa inh 79µM*, G9a block -39%, Pol eta inh -12%, Apoferritin bind 141%[activator] and BLM helicase inh -26%.
`COc1ccccc1N1CCN(Cc2cc(OC)c3c(c2)OCO3)CC1` gave BAZ2B block -11%, Pol beta inh 5%, APE1 inh -17%, POLI inh 1%, Pol kappa inh 9%, Pol eta inh -3%, Apoferritin bind -6% and BLM helicase inh 2%.
`CCc1ccc(NC(=O)c2cnn(-c3ccccc3)c2-n2cccc2)cc1` gave BAZ2B block inconclusive, Pol beta inh 3%, POLI inh inconclusive, Pol kappa inh -12%, G9a block -12%[59 µM], Pol eta inh 2%, Apoferritin bind -21% and BLM helicase inh -6%.
`O=C(Nc1cccc(C(F)(F)F)c1)N(Cc1ccc(Cl)cc1)CC(O)C(F)(F)F` (centres undefined) gave BAZ2B block -2%, Pol beta inh 6%, APE1 inh -3%, POLI inh 11%, Pol kappa inh -10%, G9a block 24%, Pol eta inh -15%, Apoferritin bind -18% and BLM helicase inh -10%.
`Nc1nn(-c2ccccc2)nc1C(=O)OCc1ccc(Cl)cc1` gave BAZ2B block 5%, Pol beta inh 14%, POLI inh -13%, Pol kappa inh -10%, G9a block 64%[activator][59 µM], Apoferritin bind -15% and BLM helicase inh -11%.
`CC(=O)Nc1cccc(NC(=O)CSc2ncc(C(=O)Nc3ccc(F)cc3)c(=O)n2C)c1` gave BAZ2B block 0%, APE1 inh 17%, POLI inh 16%, Pol kappa inh -2%, G9a block -2% and Pol eta inh -4%.
`CSc1nc(O)cc(=O)n1-c1ccc(F)cc1` gave BAZ2B block -4%, Pol beta inh 95%, APE1 inh 14%, POLI inh 22%, Pol kappa inh -14%, G9a block 11%, Pol eta inh 6%, Apoferritin bind -3% and BLM helicase inh 2%.
Cc1nnsc1Sc1ccccn1 was read as BAZ2B block 3%, Pol beta inh 2%, APE1 inh -2%, POLI inh 28%, Pol kappa inh 1%, G9a block 34%, Pol eta inh -11%, Apoferritin bind 10% and BLM helicase inh 0%.

3 compounds from above, sorted by formula weight, highest first.
Cc1oc2c(cc(NS(=O)(=O)c3ccc(Br)cc3)c3ccccc32)c1C(=O)OCc1ccccc1 was read as BAZ2B block -5%, Pol beta inh -1%, POLI inh inconclusive, Pol kappa inh -11%, G9a block -11%[59 µM], Pol eta inh -14%, Apoferritin bind 0% and BLM helicase inh -2%.
`O=C(Nc1cccc(C(F)(F)F)c1)N(Cc1ccc(Cl)cc1)CC(O)C(F)(F)F` (centres undefined) gave BAZ2B block -2%, Pol beta inh 6%, APE1 inh -3%, POLI inh 11%, Pol kappa inh -10%, G9a block 24%, Pol eta inh -15%, Apoferritin bind -18% and BLM helicase inh -10%.
Cc1nnsc1Sc1ccccn1 was read as BAZ2B block 3%, Pol beta inh 2%, APE1 inh -2%, POLI inh 28%, Pol kappa inh 1%, G9a block 34%, Pol eta inh -11%, Apoferritin bind 10% and BLM helicase inh 0%.

New compounds follow:
`CCSc1nnc(NC(=O)c2ccco2)s1` gave BAZ2B block 8%, Pol beta inh 2%, APE1 inh 0%, POLI inh 10%, Pol kappa inh 2%, G9a block -33%[59 µM], Pol eta inh -4%, Apoferritin bind -6% and BLM helicase inh 1%.
Screening Cc1cc(C)c2c(CC(=O)NCCc3ccccc3)coc2c1 returned BAZ2B block -11%, Pol beta inh -3%, APE1 inh -7%, POLI inh 6%, Pol kappa inh -3%, G9a block 4%, Pol eta inh 1%, Apoferritin bind -7% and BLM helicase inh -5%.
Screening CS(=O)(=O)N1CCc2cc(-c3csc(NC(=O)Cc4ccccc4)n3)ccc21 returned BAZ2B block -15%, Pol beta inh 2%, APE1 inh -3%, POLI inh inconclusive, Pol kappa inh -11%, G9a block 14µM*, Pol eta inh -15%, Apoferritin bind -1% and BLM helicase inh 1%.
`CCCC1=Nc2cc(C(=O)NCCCN3CCN(C)CC3)ccc2Sc2ccccc21` gave BAZ2B block -25%, Pol beta inh -1%, APE1 inh 39%, POLI inh -10%, Pol kappa inh 2%, G9a block -14%, Pol eta inh -20%, Apoferritin bind -15% and BLM helicase inh 3%.
`COc1ccccc1NS(=O)(=O)c1cc(NC(=O)c2cc3ccccc3oc2=O)ccc1C` gave BAZ2B block 8%, Pol beta inh -2%, APE1 inh -3%, POLI inh -6%, Pol kappa inh -4%, G9a block 10%, Pol eta inh -13%, Apoferritin bind 0% and BLM helicase inh -4%.
For Cn1c(C=O)c(C#Cc2ccccc2)c2ccccc21 the results were BAZ2B block 420%[activator], APE1 inh 8%, POLI inh 18%, Pol kappa inh -11%, G9a block -4%[0.501 µM] and Pol eta inh -11%.
`CCN(CC)C(=O)CSc1nc(-c2ccccc2)ccc1C#N` gave BAZ2B block -21%, Pol beta inh 0%, APE1 inh inconclusive, POLI inh 10%, Pol kappa inh -2%, G9a block -26%, Pol eta inh -5%, Apoferritin bind -16% and BLM helicase inh -2%.
CC1CC(C)CN(C(=O)C2CC(=O)N(c3ccc4c(c3)OCCO4)C2)C1 (centres undefined) was read as BAZ2B block 27%, APE1 inh 10%, POLI inh 24%, Pol kappa inh 0%, G9a block 14%[12.7 µM] and Pol eta inh 0%.
Cc1ccccc1NC(=O)NCCCN1CCCC1 was read as BAZ2B block -3%, Pol beta inh -13%, APE1 inh 5%, POLI inh 1%, Pol kappa inh 4%, G9a block inconclusive, Pol eta inh -10%, Apoferritin bind -6% and BLM helicase inh -5%.
Screening O=C(NC(=S)Nc1ccc(NC(=O)c2ccccc2)cc1)c1ccc(F)cc1 returned BAZ2B block -15%, Pol beta inh 15%, APE1 inh 12%, POLI inh 72%[activator], Pol kappa inh -20%, G9a block inconclusive, Pol eta inh -6%, Apoferritin bind -9% and BLM helicase inh -1%.
Cc1noc(C)c1COC(=O)c1cc2c(C)nn(-c3ccc(F)cc3)c2s1 was read as BAZ2B block 5%, Pol beta inh 38%, APE1 inh 2%, POLI inh 23%, Pol kappa inh -3%, G9a block -5%, Pol eta inh 13%, Apoferritin bind -10% and BLM helicase inh -7%.
`Cc1cc(C)n2cnnc2n1` gave BAZ2B block -5%, Pol beta inh -11%, APE1 inh inconclusive, POLI inh 15%, Pol kappa inh 11%, G9a block 18%, Pol eta inh -6%, Apoferritin bind 6% and BLM helicase inh 1%.
For O=S1(=O)C=C(Oc2ccc(F)cc2)c2ccccc21 the results were BAZ2B block -11%, Pol beta inh -1%, APE1 inh 0%, POLI inh 6%, Pol kappa inh -9%, G9a block inconclusive, Pol eta inh -8%, Apoferritin bind inconclusive and BLM helicase inh 7%.
For CC(C)N=C(N)N=C(N)Nc1ccc(Cl)cc1 the results were BAZ2B block -8%, APE1 inh 24%, POLI inh 37%[activator], Pol kappa inh 0%, G9a block -33%[59 µM] and Pol eta inh -15%.
For COc1cc(C(=O)COC(=O)Cc2cnc3sccn23)cc(OC)c1OC the results were BAZ2B block 6%, Pol beta inh 10%, APE1 inh 10%, POLI inh 13%, Pol kappa inh 2%, G9a block inconclusive, Pol eta inh 1%, Apoferritin bind -18% and BLM helicase inh 0%.
`Cc1ccc(NS(=O)(=O)c2cc(NC(=O)c3cc(=O)[nH]c(=O)[nH]3)ccc2Cl)c(C)c1` gave BAZ2B block -27%, Pol beta inh 2%, APE1 inh 0%, POLI inh 20%, Pol kappa inh -1%, G9a block 40%[12.7 µM], Pol eta inh -10%, Apoferritin bind inconclusive and BLM helicase inh -6%.
CC(=O)N1CC(C)Sc2ccc(S(=O)(=O)NCc3ccccc3Cl)cc21 (centres undefined) was read as BAZ2B block -13%, Pol beta inh -6%, APE1 inh 2%, POLI inh 41%[activator], Pol kappa inh 7%, Pol eta inh -13%, Apoferritin bind -10% and BLM helicase inh -21%.
O=C(O)c1ccc(/C=N/N2CCN(C3c4ccccc4-c4ccccc43)CC2)cc1 was read as BAZ2B block 45µM*, Pol beta inh -1%, APE1 inh -1%, POLI inh 9%, Pol kappa inh -13%, Pol eta inh -10%, Apoferritin bind -2% and BLM helicase inh -1%.
Screening COc1ccc(/C(C)=N/NC(=O)c2cc(-c3cccnc3)nc3ccccc23)cc1 returned BAZ2B block 3%, Pol beta inh 27%, APE1 inh -3%, POLI inh 28%, Pol kappa inh 4%, G9a block 8%, Pol eta inh -2%, Apoferritin bind 1% and BLM helicase inh 0%.
For O=c1c2ccccc2nc(-c2ccoc2)n1CCc1ccccc1 the results were BAZ2B block inconclusive, Pol beta inh 11%, APE1 inh 0%, POLI inh -12%, Pol kappa inh -15%, G9a block inconclusive, Pol eta inh -3%, Apoferritin bind -1% and BLM helicase inh -3%.
Screening O=C(NCc1ccc2c(c1)OCO2)c1cc(Cl)ccc1Cl returned BAZ2B block 0%, Pol beta inh 19%, APE1 inh 7%, POLI inh 13%, Pol kappa inh 9%, Pol eta inh -6%, Apoferritin bind inconclusive and BLM helicase inh -10%.

Some of the compounds tested; rates above refer to the full screens.
